Bioassay records deposited in PubChem by several laboratories.
UHRF1 MBD2 ctr: UHRF1 methylated DNA binding inhibitors, primary screen, counter-screen for MBD2 inhibitor project, biochemical, TR-FRET, human UHRF1, single concentration. AID 687016, 2013. hit rate 0.75% among 370,000. inhibition, % at 4.4 µM. UHRF1 binding to methylated oligo; in the data active means inhibition above about 21%;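 further: UHRF1 SRA domain binding a hemimethylated CpG hairpin DNA probe; 0% = median of test compound wells and 100% = reference inhibitor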
SIAE primary: human SIAE inhibitors, primary screen, biochemical, fluorescence polarization, FP-Rh probe, 1536-well HTS | SIAE FP-Rh probe binding | AID 1053197, 2014 | inhibition, % at 9.66 µM | hit rate 0.69% among 370,000;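 active means inhibition above a cutoff: mean of compounds within the control limits plus 3 SD of those, cut at about 17% in these data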;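 further: 0% = plate median of compound wells and 100% = probe without SIAE protein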
mABHD4 FP: ABHD4 inhibitors, primary screen, biochemical, fluorescence polarization, mouse; (Lyso)-N-acylphosphatidylethanolamine lipase (Mus musculus), Q8VD66; purified mABHD4, FP-Rh probe fluorescence polarization; inhibition, % at 8.92 µM; hit rate 0.54% among 370,000;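 active means inhibition exceeding the mean over every tested compound plus 3 SD, cut at about 30% in these data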;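 further: 0% = plate median of compound wells and 100% = S159A mutant with DMSO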
Target sequence (Q8VD66 whole entry, looked up): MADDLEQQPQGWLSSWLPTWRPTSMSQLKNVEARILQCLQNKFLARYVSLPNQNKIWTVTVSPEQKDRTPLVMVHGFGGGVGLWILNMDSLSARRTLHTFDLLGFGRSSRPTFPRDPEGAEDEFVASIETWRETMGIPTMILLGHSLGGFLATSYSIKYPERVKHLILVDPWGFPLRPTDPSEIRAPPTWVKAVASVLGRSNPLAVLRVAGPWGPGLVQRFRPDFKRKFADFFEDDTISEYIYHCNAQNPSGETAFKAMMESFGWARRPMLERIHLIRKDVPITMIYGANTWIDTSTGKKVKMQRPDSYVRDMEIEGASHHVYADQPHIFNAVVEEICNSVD
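Assay system: Wild-type mouse ABHD4 protein | Medium: HEPES pH 7.0 buffer, 150 mM NaCl, 0.01% Pluronic F-127 | Incubation: Enzyme–compound pre-incubation 45 min, then probe 60 min, both 25 °C | Technique: Fluorescence polarization with parallel and perpendicular emission, 525/598 nm | Evaluation: % inhibition of FP-Rh probe binding versus controls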
NPR2 activator: human GC-B receptor activators, primary screen, HEK293 GC-B cells, cGMP TR-FRET, EC30 CNP; 0% at EC30 CNP, 100% saturating CNP; hit rate 0.11% among 370,000; Atrial natriuretic peptide receptor 2 (Homo sapiens), P20594; activation, % at 10 µM;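 active means activation at 10 µM reaching about 35% in either raw or pattern-adjusted values, limit read from the data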
TCR CD3 inh: inhibitors of human TCR-CD3 interaction, primary screen, biochemical, fluorescence, TAMRA-labeled TCR probe. T-cell receptor (TCR). hit rate 0.37% among 360,000. inhibition, % at 9.4 µM. AID 651800, 2012; in the data active means inhibition above about 19%;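 further: recombinant mutant TCR 2C K166C tagged with TAMRA read by polarization; 0% = receptor in buffer alone and 100% = receptor with positive control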
GC-A act: GC-A stimulated cGMP production enhancers – HEK293 GC-A cells, cGMP TR-FRET, EC30 ANP, primary screen; 0% at EC30 ANP, 100% saturating ANP; activation, % at 10 µM; AID 1671463, 2021; hit rate 0.14% among 370,000; in the data active means activation above about 40%
MBD2 DNA inh: inhibitors of MBD2 binding to methylated DNA, primary screen, biochemical, TR-FRET, DNA-binding domain, human | MBD2 binding to methylated oligonucleotide | Methyl-CpG-binding domain protein 2 (Homo sapiens), Q9UBB5 | inhibition, % at 4.4 µM | AID 686964, 2013 | hit rate 0.31% among 370,000; in the data active means inhibition above about 13%
rCAG RNA binder: binders of r(CAG) RNA repeats, primary screen, biochemical, fluorescence; inhibition, % at 3 µM; hit rate 1.3% among 370,000; AID 651821, 2012; r(CAG) RNA repeat, TO-PRO-1 dye displacement fluorescence;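 active means inhibition above the plate cutoff, the mean of all test compounds on that plate plus 3 SD, cut at about 35% in these data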;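 further: 0% = DMSO alone and 100% = 100 µM mitoxantrone as full dye displacement; higher means more dye released from RNA so lower well fluorescence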
HTRA1 inhibitor: HTRA1 serine protease inhibitors, primary screen, biochemical, fluorescence polarization, HTS; Q92743; hit rate 0.5% among 340,000; inhibition, % at 5.96 µM; recombinant HTRA1, FP-rhodamine activity-based probe; in the data active means inhibition above about 36%;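 further: 0% = enzyme with DMSO and 100% = wells lacking enzyme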
Target sequence (Q92743 whole entry, looked up): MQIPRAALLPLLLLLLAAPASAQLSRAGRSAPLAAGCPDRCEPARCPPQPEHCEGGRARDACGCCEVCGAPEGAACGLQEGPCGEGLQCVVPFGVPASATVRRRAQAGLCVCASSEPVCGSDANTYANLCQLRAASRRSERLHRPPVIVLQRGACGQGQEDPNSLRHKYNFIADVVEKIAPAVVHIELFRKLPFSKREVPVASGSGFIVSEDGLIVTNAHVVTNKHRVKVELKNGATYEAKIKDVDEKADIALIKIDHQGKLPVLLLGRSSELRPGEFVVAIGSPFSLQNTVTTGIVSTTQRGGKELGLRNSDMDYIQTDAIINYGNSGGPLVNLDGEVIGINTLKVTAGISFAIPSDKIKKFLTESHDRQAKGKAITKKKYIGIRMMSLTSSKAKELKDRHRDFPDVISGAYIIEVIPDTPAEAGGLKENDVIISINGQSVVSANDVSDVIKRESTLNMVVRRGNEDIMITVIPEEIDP
PRMT1 FP inh: PRMT1 methyltransferase inhibitors, primary screen, biochemical, fluorescence polarization. inhibition, % at 2.79 µM. hit rate 1.3% among 370,000. recombinant PRMT1, activity-based probe fluorescence polarization. AID 652257, 2013;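 active means inhibition above about 21% made by adding two undisclosed values, limit read from the data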
* = called active by the depositor; / = not tested or not shown. The list is partial, so the mix of outcomes need not match the whole.

entry	smiles	UHRF1 MBD2 ctr	SIAE primary	mABHD4 FP	NPR2 activator	TCR CD3 inh
1	C[C@H]1CN([C@@H](C)CO)C(=O)CCCn2cc(nn2)CO[C@@H]1CN(C)C(=O)Nc1ccc(C(F)(F)F)cc1	16	-3	0	3	3
2	N#C/C(=C/c1ccc(N2CCOCC2)o1)C(=O)N1CCOCC1	-30	5	5	1	1
3	C[C@H]1O[C@H](C2CCCC2)CC2=C1C(=O)OC(C)(C)O2	-1	3	0	3	-1
4	Cc1ccc(NC(=O)N(C2CCCCC2)C(C)c2cccnc2)cc1C (stereo unspecified)	1	14	2	3	-4
5	CCCCNC(=O)C[C@@H]1C[C@@]2(C(=O)OCC)CCCC=C2N(Cc2ccccc2)C1=O	-3	-3	0	-2	-2
6	CC1CCN(c2nnc(NC(=O)Cn3c(=O)oc4ccccc43)s2)CC1	-1	2	5	1	-6
7	COCCn1c(C)cc(C(=O)CN2C(=O)NC3(CCCCCCC3)C2=O)c1C	2	2	0	0	0
8	COc1ccc(C(=O)Nc2c(N)nc(SCC(=O)N3CCC(C)CC3)[nH]c2=O)cc1	1	-4	-5	3	2
9	C#CCOCCOCCOCCNc1nc(N2CCN(C(=O)CCCCCCCCCCNC(=O)Cn3cc(C[C@@H](C)O)nn3)CC2)nc(N2CCN(C(=O)CCCCCCCCCCNC(=O)[C@H](CO)n3cc(CCCSC)nn3)CC2)n1	-1	-82	-2	-1	5
10	COC(=O)Cc1ccc(NC(=S)NCCCN2CCOCC2)cc1	5	6	2	2	-4
11	CCOc1ccc(CN2CCNC(=O)C2CC(=O)NCCCOc2cccnc2)cc1 (stereo unspecified)	2	5	1	-1	-6
12	O=C(Nc1ccc(S(=O)(=O)NCc2ccco2)cc1)c1ccc2ccccc2n1	3	-46	-26	5	-5

entry	GC-A act	MBD2 DNA inh	rCAG RNA binder	HTRA1 inhibitor	PRMT1 FP inh
1	2	10	1	1	-2
2	-6	-13	-57	0	-39
3	4	0	1	/	-2
4	10	-2	0	-2	-5
5	-2	-2	-1	/	-1
6	-1	0	2	0	1
7	6	4	-11	-3	-1
8	1	-6	2	1	-2
9	2	2	0	-20	1
10	4	-2	-4	2	2
11	-3	7	0	-2	9
12	-5	4	12	-38	2

From compound 5 up to 12, as listed above:
entry	smiles	UHRF1 MBD2 ctr	SIAE primary	mABHD4 FP	NPR2 activator	TCR CD3 inh
5	CCCCNC(=O)C[C@@H]1C[C@@]2(C(=O)OCC)CCCC=C2N(Cc2ccccc2)C1=O	-3	-3	0	-2	-2
6	CC1CCN(c2nnc(NC(=O)Cn3c(=O)oc4ccccc43)s2)CC1	-1	2	5	1	-6
7	COCCn1c(C)cc(C(=O)CN2C(=O)NC3(CCCCCCC3)C2=O)c1C	2	2	0	0	0
8	COc1ccc(C(=O)Nc2c(N)nc(SCC(=O)N3CCC(C)CC3)[nH]c2=O)cc1	1	-4	-5	3	2
9	C#CCOCCOCCOCCNc1nc(N2CCN(C(=O)CCCCCCCCCCNC(=O)Cn3cc(C[C@@H](C)O)nn3)CC2)nc(N2CCN(C(=O)CCCCCCCCCCNC(=O)[C@H](CO)n3cc(CCCSC)nn3)CC2)n1	-1	-82	-2	-1	5
10	COC(=O)Cc1ccc(NC(=S)NCCCN2CCOCC2)cc1	5	6	2	2	-4
11	CCOc1ccc(CN2CCNC(=O)C2CC(=O)NCCCOc2cccnc2)cc1 (stereo unspecified)	2	5	1	-1	-6
12	O=C(Nc1ccc(S(=O)(=O)NCc2ccco2)cc1)c1ccc2ccccc2n1	3	-46	-26	5	-5

entry	GC-A act	MBD2 DNA inh	rCAG RNA binder	HTRA1 inhibitor	PRMT1 FP inh
5	-2	-2	-1	/	-1
6	-1	0	2	0	1
7	6	4	-11	-3	-1
8	1	-6	2	1	-2
9	2	2	0	-20	1
10	4	-2	-4	2	2
11	-3	7	0	-2	9
12	-5	4	12	-38	2

Next section
entry	smiles	UHRF1 MBD2 ctr	SIAE primary	mABHD4 FP	NPR2 activator	TCR CD3 inh
13	O=C(N/N=C\c1ccc[nH]1)C1COc2ccccc2O1 (stereo unspecified)	1	-3	4	0	-1
14	COc1ccc(S(=O)(=O)NNC(=O)c2ccc(-n3c(C)ccc3C)cc2)cc1	1	-2	1	-1	-7
15	COCCNC(=O)CN1CCC(n2c(C)nc3cc(C(F)(F)F)ccc32)CC1	0	3	7	-2	-8
16	O=C(NCc1cccnc1)C(=O)N/N=C/c1ccc([N+](=O)[O-])cc1	3	-5	2	0	-9
17	O=C(CCNC(=O)c1ccco1)NCCc1ccc(Cl)cc1	0	-3	-1	5	4
18	CCOc1ccc(NC(=O)/C=C/c2ccc(OC)cc2)c([N+](=O)[O-])c1	4	-10	4	-4	-1
19	Cc1ccc(S(=O)(=O)CCC(=O)OCc2ccc(S(=O)(=O)C(C)C)cc2)cc1	0	1	6	-5	-5
20	CCOc1ccc(-n2c(SCC(=O)Nc3ccc(Br)cc3)nc3n[nH]c(C)c3c2=N)cc1	1	-10	1	-4	0
21	COc1ccc(-c2c(-c3ccc(O)cc3O)n[nH]c2C(F)(F)F)cc1	-1	-1	-15	-3	4
22	COCCOc1ccc(C(F)(F)F)cc1NC(=O)c1ccc(C(F)(F)F)cc1	4	0	-8	4	2
23	COc1ccc(S(=O)(=O)N(C)CC(=O)NCc2ccccn2)cc1	1	0	0	-7	-5
24	CCOC(=O)CN1C(=O)C(O)(CC(=O)c2ccco2)c2ccccc21 (stereo unspecified)	0	6	5	-5	-2

entry	GC-A act	MBD2 DNA inh	rCAG RNA binder	HTRA1 inhibitor	PRMT1 FP inh
13	0	-4	1	5	1
14	2	1	5	/	-1
15	-2	6	-10	7	1
16	-2	0	-4	1	2
17	-2	-1	-2	3	47*
18	4	3	1	-5	1
19	1	5	-5	-2	7
20	-5	3	9	-4	3
21	8	4	6	-12	-1
22	1	5	-3	0	1
23	0	-4	-1	5	-2
24	6	-2	1	7	0

Next part.
entry	smiles	UHRF1 MBD2 ctr	SIAE primary	mABHD4 FP	NPR2 activator	TCR CD3 inh
25	COc1cc([N+](=O)[O-])ccc1NC(=S)NNC(=O)c1ccc2c(c1)OCO2	-6	-2	21	-1	-3
26	O=C(OCC(=O)N1CCCc2ccccc21)c1cc(Cl)ccc1O	2	1	6	5	0
27	COc1cccc(CN2CCNC(=O)C2CC(=O)NCCOc2cccnc2)c1OC (stereo unspecified)	0	-3	3	0	8
28	Cc1cccc(C)c1NC(=O)N1CCCCCCC1	1	-6	3	1	-9
29	O=C(c1ccc(Cl)c(Cl)c1)N1CCC(=O)N([C@H](COCc2ccc(Cl)cc2)Cc2ccccc2)CC1	2	-7	-11	-4	-3
30	Cc1ccc([C@@H]2CC(=O)[C@@H]3CN(S(=O)(=O)c4ccc(C)cc4)[C@H](c4ccc(Cl)cc4)C[C@@H]3N2S(=O)(=O)c2ccc(Cl)cc2)cc1	1	-21	-4	6	0
31	CSc1ccccc1C(=O)Nc1cccc(C(C)=O)c1	0	-2	-3	1	0
32	Cc1ccc(-c2nnc(SCC(=O)N/N=C/c3ccc(C)s3)n2-c2ccc(C)cc2)cc1	5	-1	3	-10	4
33	O=C(NC(=S)NNC(=O)c1cnccn1)c1ccc(Cl)cc1	0	1	16	-6	5
34	O=S(=O)(NCC(c1cccnc1)N1CCN(c2ccccc2)CC1)c1cc(F)ccc1F (stereo unspecified)	1	3	0	3	3
35	O=C(NCCc1ccccc1)C(=O)NCC1OCCN1S(=O)(=O)c1cc(F)ccc1F (stereo unspecified)	-2	-8	-2	1	0
36	CO[C@@H]1O[C@@H]2COC(c3ccccc3)O[C@@H]2[C@@H](OC)[C@@H]1O (stereo partly specified)	3	-2	-8	5	0

entry	GC-A act	MBD2 DNA inh	rCAG RNA binder	HTRA1 inhibitor	PRMT1 FP inh
25	1	-2	64*	0	2
26	-3	0	-2	0	1
27	1	2	1	9	0
28	2	3	-3	-5	3
29	-15	4	4	/	5
30	-1	2	11	-18	1
31	1	0	-1	-4	-1
32	-12	3	3	-35	1
33	1	1	1	11	2
34	1	-1	-2	-1	1
35	0	0	9	-1	-2
36	3	0	-2	-2	0

(cont.)
entry	smiles	UHRF1 MBD2 ctr	SIAE primary	mABHD4 FP	NPR2 activator	TCR CD3 inh
37	CC1=NN(C(=O)c2ccccc2Cl)C(O)(c2cccnc2)C1 (stereo unspecified)	-1	4	-4	5	-4
38	CC1=C(C(=O)OC2CCCC2)C(c2coc3ccccc3c2=O)C2=C(CCCC2=O)N1 (stereo unspecified)	2	0	4	-2	-4
39	Cc1ccc(NC(=S)N(CCCN2CCOCC2)Cc2ccccn2)cc1	1	1	4	6	-7
40	CN(CC(=O)Nc1ccc(Cl)c(C(F)(F)F)c1)C(=O)c1ccc2c(c1)NC(=O)CS2	8	-9	-22	-7	-14
41	CC(C)(C)NC(=O)COc1ccc(CNCc2cccs2)cc1	-2	3	-1	8	-2
42	COc1ccc(OC)c(NC(=O)CSc2nnc(-c3cnccn3)n2C)c1	0	10	3	-1	5

entry	GC-A act	MBD2 DNA inh	rCAG RNA binder	HTRA1 inhibitor	PRMT1 FP inh
37	-6	9	-3	6	-1
38	-3	-5	-5	4	4
39	2	-2	-7	3	0
40	-5	9	6	-22	10
41	-3	-4	-3	6	-6
42	2	0	-3	5	-2

Single records, as listed above. Screens in order: UHRF1 MBD2 ctr	SIAE primary	mABHD4 FP	NPR2 activator	TCR CD3 inh	GC-A act	MBD2 DNA inh	rCAG RNA binder	HTRA1 inhibitor	PRMT1 FP inh
CC1=NN(C(=O)c2ccccc2Cl)C(O)(c2cccnc2)C1 (stereo unspecified) is listed as -1	4	-4	5	-4	-6	9	-3	6	-1
CC1=C(C(=O)OC2CCCC2)C(c2coc3ccccc3c2=O)C2=C(CCCC2=O)N1 (stereo unspecified) is listed as 2	0	4	-2	-4	-3	-5	-5	4	4
